CXCR6 block = CXCR6 (human) receptor inhibition. O00574. CHO-K1 PathHunter CXCR6 beta-arrestin, luminescence. inhibition, % at 20 µM. actives 0.36% (n = 360,000); in the data active = inhibition above about 34%, passing the limit was not always enough;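 also: antagonist mode with CXCL16 agonist at 10 nM final; 0% = 10 nM CXCL16 with DMSO and 100% = unstimulated wells without agonist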
Target sequence (O00574 whole entry, looked up): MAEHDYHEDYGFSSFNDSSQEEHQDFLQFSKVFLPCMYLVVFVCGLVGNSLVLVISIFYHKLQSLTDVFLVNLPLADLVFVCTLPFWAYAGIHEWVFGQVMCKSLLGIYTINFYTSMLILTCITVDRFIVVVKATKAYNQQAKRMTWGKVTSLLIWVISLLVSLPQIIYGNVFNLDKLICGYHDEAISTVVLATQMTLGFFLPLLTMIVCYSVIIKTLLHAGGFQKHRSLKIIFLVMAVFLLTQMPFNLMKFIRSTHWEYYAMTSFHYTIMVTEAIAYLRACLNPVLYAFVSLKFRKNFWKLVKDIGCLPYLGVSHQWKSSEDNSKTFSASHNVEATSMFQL
CCR6 antag = antagonists of human CCR6 receptor. P51684. CHO-K1 CCR6 PathHunter beta-arrestin, luminescence, CCL20-stimulated. inhibition, % at 20 µM. actives 0.49% (n = 340,000);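 active = compounds whose inhibition of the agonist-driven luminescence signal at 20 µM reaches about 50%, limit read from the data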;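 also: cells stimulated with CCL20 at 14 nM final; plate controls were DMSO with CCL20 for no effect and DMSO without agonist for full effect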
Target sequence (P51684 whole entry, looked up): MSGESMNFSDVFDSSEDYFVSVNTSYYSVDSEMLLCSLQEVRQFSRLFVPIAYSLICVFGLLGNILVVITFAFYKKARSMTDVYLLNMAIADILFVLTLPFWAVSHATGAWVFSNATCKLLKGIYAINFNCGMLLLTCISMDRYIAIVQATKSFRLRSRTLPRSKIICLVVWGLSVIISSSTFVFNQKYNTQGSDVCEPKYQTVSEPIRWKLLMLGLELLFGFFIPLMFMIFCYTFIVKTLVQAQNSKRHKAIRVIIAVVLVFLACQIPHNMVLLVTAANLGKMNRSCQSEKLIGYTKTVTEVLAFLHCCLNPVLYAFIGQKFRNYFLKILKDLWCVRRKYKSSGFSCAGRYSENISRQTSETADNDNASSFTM
MPTP inh = inhibitors of mitochondrial permeability transition pore; isolated mouse mitochondria, Ca2+ swelling absorbance, 30 min; inhibition, % at 10 µM; actives 1.4% (n = 360,000); AID 602449;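 active = inhibition of 50% or more, scaled per plate between neutral and stimulator controls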;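 also: 0% = DMSO wells given calcium and 100% = 1 mM EGTA wells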
Gli-Sufu antag = blocks Gli-Sufu signaling in a luciferase reporter; actives 0.74% (n = 340,000); inhibition, % at 5 µM; Sufu-KO-LIGHT fibroblasts, Gli luciferase reporter luminescence;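 active = inhibition above about 55%, limit read from the data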;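 also: 0% = DMSO-treated cells and 100% = wells with medium but no cells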
A3G deaminase = APOBEC3G (human) deaminase inhibition; recombinant A3G, ssDNA deamination FAM/TAMRA fluorescence; actives 0.28% (n = 330,000); inhibition, % at 20 µM; Q9HC16; AID 493012;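 active = inhibition of at least 40% at 20 µM, with no more than 30% in the related APOBEC3A deaminase screen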;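 also: plate controls were DMSO wells with A3G for no effect and wells lacking A3G enzyme for full effect; some compounds called inactive have numbers as strong as hits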
Target sequence (Q9HC16 whole entry, looked up): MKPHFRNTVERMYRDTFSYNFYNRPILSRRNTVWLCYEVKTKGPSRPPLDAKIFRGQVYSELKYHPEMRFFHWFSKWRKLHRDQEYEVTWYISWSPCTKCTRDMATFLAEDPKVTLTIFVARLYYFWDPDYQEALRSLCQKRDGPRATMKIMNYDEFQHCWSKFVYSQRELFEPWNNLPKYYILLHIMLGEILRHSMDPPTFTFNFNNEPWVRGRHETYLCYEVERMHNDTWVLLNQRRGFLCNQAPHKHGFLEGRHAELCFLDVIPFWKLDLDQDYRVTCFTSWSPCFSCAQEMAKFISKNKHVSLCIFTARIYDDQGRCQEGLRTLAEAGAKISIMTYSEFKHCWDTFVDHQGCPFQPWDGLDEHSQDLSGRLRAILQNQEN
GRIN3A LBD mod = modulators (binders) of human NR3A ligand-binding domain; NR3A LBD differential scanning fluorimetry, Tm shift; 0% = protein alone, 100% = glycine-bound protein; Tm shift relative to glycine control, % at 25 µM; actives 2.5% (n = 340,000); AID 1259313;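 active = melting temperature shift of at least 10% of the positive control shift, at one fixed dose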
APOBEC3A inh = human APOBEC3A DNA deaminase inhibition; inhibition, % at 20 µM; actives 0.41% (n = 330,000); recombinant A3A, FAM/TAMRA ssDNA deamination fluorescence; AID 493011; P31941;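 active = at least 40% inhibition at 20 µM here, with at most 30% in a related deaminase screen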;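 also: plate controls were A3A with DMSO for no effect and wells lacking A3A enzyme for full effect; some results filed as inactive read as strong as hits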
EBI2 block = antagonists of human EBI2 receptor | P32249 | EBI2 beta-arrestin recruitment, luminescence, 7a,25-OHC stimulated | inhibition, % at 5 µM | actives 0.81% (n = 360,000) | AID 651636; in the data active = inhibition above about 38%;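 also: enzyme fragment complementation signal reports receptor beta-arrestin coupling in cells; 0% = agonist plus DMSO wells and 100% = wells without agonist; some results beyond the cut were filed as inactive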
An asterisk follows results filed as active; . = not tested or not shown.

Start of the data: the first two compounds (preview)
SMILES	CXCR6 block	CCR6 antag	MPTP inh	Gli-Sufu antag	A3G deaminase	GRIN3A LBD mod	APOBEC3A inh	EBI2 block
Cc1[nH]c(=O)[nH]c(=O)c1S(=O)(=O)N1CCCC(C(=O)NCc2ccco2)C1 (centres undefined)	3	3	6.3	-2	-3	-1	0	-7
O=C1/C(=C/c2ccco2)Cc2ccccc21	10	15	-2.2	2	3	-2	7	-10

All compounds of this part, repeating the preview:
SMILES	CXCR6 block	CCR6 antag	MPTP inh	Gli-Sufu antag	A3G deaminase	GRIN3A LBD mod	APOBEC3A inh	EBI2 block
Cc1[nH]c(=O)[nH]c(=O)c1S(=O)(=O)N1CCCC(C(=O)NCc2ccco2)C1 (centres undefined)	3	3	6.3	-2	-3	-1	0	-7
O=C1/C(=C/c2ccco2)Cc2ccccc21	10	15	-2.2	2	3	-2	7	-10
Cc1nc2ccccc2c(=O)[nH]1	-3	0	-1.1	4	-8	-2	-4	-9
COc1ccc([N+](=O)[O-])cc1N(CC(O)CN1C(=O)NC(C)(C)C1=O)S(=O)(=O)c1ccccc1 (centres undefined)	3	0	0.1	25	-3	-2	2	-8
O=C(NCCc1ccc(Cl)cc1)c1ccc(NC2=NC3CS(=O)(=O)CC3S2)cc1 (centres undefined)	2	-1	-1.3	-2	-21	0	-3	-5
Cc1sc2nc(CSCC(=O)N(C)c3ccccc3)[nH]c(=O)c2c1C	1	11	2.2	10	-2	-6	0	-4
NS(=O)(=O)c1ccc(CCNC(=O)CSc2nc3ccsc3c(=O)n2CC2CCC(C(=O)O)CC2)cc1 (centres undefined)	-8	3	-0.1	-12	4	-2	4	-7
Nc1ccc(-c2cnc[nH]2)cc1[N+](=O)[O-]	15	23	2.6	-9	0	3	0	1
O=C(CCN1C(=O)c2ccc([N+](=O)[O-])cc2C1=O)Nc1ccccc1C(=O)O	-26	-12	1.8	-1	-7	-3	-7	-8
Cc1ccc2nc(-c3cccnc3)c(NC3CCCC3)n2c1	-3	-4	1.2	2	0	1	2	-3
CCOc1ccccc1N=C1SC(CC(=O)Nc2ccc(OC)cc2OC)C(=O)N1CCC1=CCCCC1 (centres undefined)	8	6	1.6	-3	2	1	1	7
COc1ccc(NC(=O)NCc2ccncc2)cc1	-1	17	1.3	4	-1	2	0	-6
NC(=O)c1nsc(C(=O)N(CC(=O)NCc2ccc3c(c2)OCO3)C2CCCC2)c1N	5	-9	-2.2	-2	-3	1	-4	-1
COC(=O)c1ccc(NC(=O)CSc2nc(N)c(NC(=O)c3ccc(Br)o3)c(=O)[nH]2)cc1	4	11	0.3	-8	-10	-1	-2	-1
Cc1[nH]ccc(=O)c1OCc1ccccc1	-15	-12	-0.8	7	-1	1	2	-14
O=C(CCNC(=O)N1CC(=O)Nc2ccccc21)NCCc1cccc(F)c1	-21	9	-2.1	50	-5	0	-2	-15
CC1(C2CC2)NC(=O)N(CC(=O)NCC(=O)Nc2ccc(F)c(F)c2F)C1=O (centres undefined)	-4	0	-1.7	-14	-7	-1	-2	-1
CC1CN(c2oc(-c3ccccc3Cl)nc2C#N)CC(C)O1 (centres undefined)	-1	32	1.0	3	-4	-1	-3	-3
O=C(c1cc(-c2ccc(Cl)cc2)n(-c2ccc(Cl)cc2)n1)N1CCOCC1	5	18	-1.9	4	-3	-2	4	9
O=C(O)c1nc(-c2ccccc2)n(-c2ccc(Cl)cc2)n1	-2	-7	-2.9	3	-1	-1	0	-11
COCCOc1cc(COC)nc(-c2cccc(C)c2)n1	8	3	1.0	2	-6	-1	-2	4
O=C(NCc1ccc2c(c1)OCO2)c1cccc2c1C(=O)N(C1CCCCC1)C2	9	4	1.3	-3	-11	0	-3	-12
Cc1ccccc1NC(=O)CSc1nnc2ccc(-c3cccnc3)nn12	7	2	-0.9	-2	-5	-3	3	0
CCc1ccc(Cn2nnc(C(=O)Nc3cccc(C)c3)c2N)cc1	-4	-3	1.9	-30	1	1	1	5
CCC(C)N(C(=O)Cn1nnc(-c2ccc(F)cc2)n1)C1CCS(=O)(=O)C1 (centres undefined)	-5	-17	-0.7	-14	-2	-1	-2	1
Cc1nc(-c2ccc(Cl)cc2)sc1C1(C)CC(c2cccc([N+](=O)[O-])c2)=NO1 (centres undefined)	-6	1	-0.4	-20	0	-16	2	1
Cc1cc(C)c2c(n1)SCC(=O)N2CC(=O)Nc1cccc(Cl)c1	1	0	-1.3	2	-9	0	-7	0
COc1ccccc1N1CCN(C2CCCN(Cc3ccc(Cl)cc3)C2)CC1 (centres undefined)	-3	20	0.0	27	-8	-1	-5	13
O=C(O)C1CCCCC1C(=O)NCCCN1CCCC1=O (centres undefined)	6	6	0.4	4	4	0	-4	-6
O=C(NCc1ccco1)c1cccc(S(=O)(=O)N2CCOCC2)c1	-4	-9	-0.9	3	-6	1	0	2
CCCCOc1ccc(CONS(=O)(=O)c2ccc(NC(C)=O)cc2)cc1Cl	-7	10	94*	46	-8	28*	2	0
COc1ccc(NC(=O)Cc2nnc(SCC(=O)Nc3nccs3)n2C)cc1	-3	4	-0.7	16	-5	1	-3	5
Oc1ccc(-c2nc3ccccc3nc2-c2ccc(O)cc2O)c(O)c1	12	31	3.5	-1	.	-6	.	-14
Cc1cccc(C(=O)N/N=C/c2ccc[nH]2)c1	-4	-2	-1.2	-4	-4	-1	-3	-12
Cc1cc(Br)ccc1NC(=O)C1CCCO1 (centres undefined)	-10	-3	0.3	-4	0	-1	0	-2
N/C(=N/OCc1cccc([N+](=O)[O-])c1)c1nonc1N	-1	10	0.1	-20	-13	-5	-3	-4
CS(=O)(=O)N1CCN(C/C=C/c2ccccc2)CC1	0	4	1.8	13	2	3	5	-4
CCOc1cccc(OCCCCn2ccnc2)c1	1	3	-14	29	-3	-1	-3	5
O=C(O)C1CCCCC1C(=O)NCc1ccc(Cl)c(Cl)c1 (centres undefined)	-13	5	-2.1	-8	-4	3	2	0
NC(=O)NOCc1ccc(F)cc1Cl	-6	7	0.5	-2	-9	1	-3	-3
O=C(NNc1c(Cl)cccc1Cl)c1sccc1Cl	1	-3	2.0	-5	20	-1	7	-6
Nc1ccccc1SCC(=O)N1CCc2ccccc21	-7	10	0.0	-44	-1	-7	4	-16
COc1ccc(-c2ccc(/C=N/NC(=O)c3cccnc3)o2)c([N+](=O)[O-])c1	-4	-2	36	4	.	-4	.	2
Cc1ccc(Cn2c(=O)c3cccnc3n(CC(=O)Nc3cccc(C(F)(F)F)c3)c2=O)cc1	8	13	13	2	-7	23*	0	38
CCc1ccc(C(=O)NNc2ccc(Cl)cc2)cc1	7	19	2.5	.	1	-1	-3	36
CCCn1c(CCNc2nc(-c3ccc(OC)cc3)cs2)nc2ccccc21	7	13	2.3	9	-8	-4	-4	9
O=C1/C(=C\c2cc(Cl)c(O)c(Cl)c2)SC(=S)N1Cc1ccccc1	17	24	8.8	-1	.	-3	.	4
COc1ccc(NC(=O)c2cccc(NC(=O)c3ccccc3)c2)cc1	-7	16	0.5	1	-4	-1	0	18
O=C(Nc1ccc(C(=O)O)cc1)Nc1cccc2ccccc12	-1	15	-1.8	6	-3	-16	-5	5
O=C(O)c1ccccc1C(=O)NCCc1c(C(=O)O)[nH]c2ccc(Cl)cc12	-2	-3	-0.7	-1	-1	-1	1	1
CC(C)c1ccc(-c2nc(N3CCCCC3)[nH]c(=O)c2C#N)cc1	0	0	12	2	-3	-3	-3	4
CCOC(=O)c1oc2ccccc2c1NC(=O)COC	-3	-25	-3.3	-4	-1	1	-1	1
O=C1Nc2ccccc2N=C(c2ccccc2)C1Br (centres undefined)	-1	15	-0.2	-3	-6	0	-1	6
Cc1cccc2sc(NC(=O)CN(C)S(=O)(=O)c3ccc(Br)s3)nc12	-10	3	2.9	-3	-8	6	-3	17
CCOc1ccc(NC(=S)Nc2ccc(OCc3ccccc3)cc2)cc1	-4	14	0.5	-5	-9	8	1	58*
Cc1ccc(N(C(=O)c2csnn2)C(C(=O)NC2CCCC2)c2ccccn2)cc1 (centres undefined)	7	-6	0.9	-1	-10	0	-7	9
COCCCNC(=O)COc1ccc2oc3c(c2c1)CCCC3	-2	17	0.1	2	-14	-1	-4	3
Cc1sc2nc(CN(Cc3cccs3)C(=O)C3CC3)[nH]c(=O)c2c1C	5	9	-0.9	-6	0	-2	3	18
COc1ccc(NC(=O)CN(C)C(=O)CCCN2C(=O)c3cccc4cccc(c34)C2=O)cc1	11	9	-1.6	-23	0	1	0	5
CN1CCN(C(=O)c2cccc(S(=O)(=O)N3CCCC3)c2)CC1	-2	-1	3.2	1	-4	0	3	-28

Continuation:
SMILES	CXCR6 block	CCR6 antag	MPTP inh	Gli-Sufu antag	A3G deaminase	GRIN3A LBD mod	APOBEC3A inh	EBI2 block
CCn1c(SCC(=O)NCC2CCCO2)nnc1-c1ccc(S(=O)(=O)N2CCN(C)CC2)cc1 (centres undefined)	-1	-8	-2.7	3	0	1	-6	-7
NS(=O)(=O)CCCc1ccccc1	1	5	-2.0	16	-9	-2	-1	-9
O=C(N=Nc1c(O)[nH]c2ccc(Br)cc12)c1cc(-c2cccc3ccccc23)n[nH]1	4	14	0.0	0	0	16*	2	10
Clc1cc(Br)ccc1OCCCNCc1ccccc1	-8	7	3.7	16	-4	1	-2	-11
CC(C)C[C@H](NC(=O)c1nc[nH]c1C(=O)N1CCN(C(=O)OC(C)(C)C)CC1)C(=O)OCc1ccccc1	-5	-12	-3.7	-9	-2	0	7	-16
O=C(N/N=C/c1cc2c3c(c1O)CCCN3CCC2)c1ccccc1O	4	-1	46	17	.	5	.	-6
CCOC(=O)c1ccc[n+](CC(=O)c2ccccc2)c1	10	-9	-0.3	-3	4	-1	0	-2
CCOc1ccc(NS(=O)(=O)c2cc(NC(=O)C3CC3)ccc2C)cc1Br	5	19	3.2	-2	-7	10	-4	2
Cc1ccc(NC(=O)NN2CCN(C)CC2)cc1C	5	10	2.1	-49	-4	2	1	7
C=CCNC(=O)c1cc(Cl)ccc1Cl	-1	-2	-3.3	4	0	0	1	-3
COC(=O)c1ccc(CNC(=O)C(NC(=O)c2ccco2)C(C)C)cc1 (centres undefined)	-4	10	-0.4	-19	-10	0	-3	-3
O=C(Nc1ccc(-c2nc3cc(Cl)ccc3o2)cc1)C1CCCO1 (centres undefined)	2	-3	3.0	-95	-9	0	3	21
COCCOC(=O)c1c(NC(=O)CSc2cccc[n+]2[O-])sc(C(N)=O)c1C	-6	21	-2.3	13	-4	-2	2	-11
O=C(Nc1ccc(Br)cc1)c1cccnc1N1CCOCC1	-3	0	1.0	-7	-12	-4	2	-4
Cc1ccc(C(=O)NC(=S)Nc2ccc(-c3ccc(CO)o3)cc2)cc1	6	24	-0.7	-26	2	-1	2	-29
S=c1[nH]nc(-c2ccc3ccccc3n2)n1Cc1ccccc1	22	8	-4.9	3	-9	-2	-8	-2
C=CCn1c(SCC(=O)Nc2ccc3c(c2)OCO3)nnc1-c1cc(Br)ccc1O	-9	-8	13	-1	-3	-6	-1	0
CN(C)Cc1cn(CCC(=O)O)c2ccccc12	-9	-7	-0.7	3	-6	-2	-1	-5
CCC(CC)C(=O)N(CCc1ccc(OC)cc1)Cc1nc2ccccc2c(=O)[nH]1	-8	18	0.0	-2	-5	-1	0	5
COc1ccc(OCc2cc(C(=O)N3CCC(OC)CC3)no2)c2ccccc12	-13	-11	-0.1	-3	0	-2	0	7
O=C(NCC(=O)c1ccccc1)OCc1ccc([N+](=O)[O-])cc1	5	10	-1.4	4	-4	0	-2	-9
COc1ccc(N(CC(=O)N2CCCCCC2)S(=O)(=O)c2c(C)[nH]c(=O)[nH]c2=O)cc1	-3	-12	0.5	4	0	2	3	-3
O=C(CSCc1ccc(Cl)cc1)Nc1ccc(Br)cc1C(=O)O	6	-6	4.2	14	-7	-3	0	4
C[C@@H]1C(=O)N(c2ccccc2)[C@@H]1c1ccncc1	-2	13	-1.2	-5	8	-2	6	12

Single values from the list:
O=C(CCN1C(=O)c2ccc([N+](=O)[O-])cc2C1=O)Nc1ccccc1C(=O)O – MPTP inh: 1.8
O=C(O)C1CCCCC1C(=O)NCCCN1CCCC1=O (centres undefined) – GRIN3A LBD mod: 0
C=CCNC(=O)c1cc(Cl)ccc1Cl – MPTP inh: -3.3
COc1ccc(NC(=O)NCc2ccncc2)cc1 – EBI2 block: -6
